Bioassay records as filed in PubChem BioAssay.
ADAM17 inh: inhibits human ADAM17. recombinant ADAM17, EDANS/DABCYL FRET peptide cleavage. inhibition, % at 6.95 µM. actives 0.83% (n = 370,000);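 active = inhibition above the mean of compounds lying between control limits plus 3 SD, set per campaign, cut at about 8.5% in these data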;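 note: 0% = DMSO-only wells as the low control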
Target sequence (P78536 215-824 limits assumed): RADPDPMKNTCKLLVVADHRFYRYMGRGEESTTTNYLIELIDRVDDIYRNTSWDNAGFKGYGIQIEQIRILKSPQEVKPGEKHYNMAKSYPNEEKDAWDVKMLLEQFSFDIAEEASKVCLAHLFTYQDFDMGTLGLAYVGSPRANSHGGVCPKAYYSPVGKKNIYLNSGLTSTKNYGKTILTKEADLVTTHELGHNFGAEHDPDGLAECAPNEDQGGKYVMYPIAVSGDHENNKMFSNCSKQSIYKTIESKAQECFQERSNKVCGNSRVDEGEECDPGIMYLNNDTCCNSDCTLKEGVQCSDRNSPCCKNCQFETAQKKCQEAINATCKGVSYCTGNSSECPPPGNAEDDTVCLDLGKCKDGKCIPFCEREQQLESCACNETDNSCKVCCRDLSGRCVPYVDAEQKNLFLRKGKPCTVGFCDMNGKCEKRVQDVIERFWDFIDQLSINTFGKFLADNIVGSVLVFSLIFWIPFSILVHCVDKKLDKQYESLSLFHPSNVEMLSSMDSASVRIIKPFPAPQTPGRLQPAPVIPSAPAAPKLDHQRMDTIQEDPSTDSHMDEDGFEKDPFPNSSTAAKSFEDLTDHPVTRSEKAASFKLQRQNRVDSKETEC
proKLK7 act: activates the human kallikrein-7 zymogen | purified proKLK7, EDANS-DABCYL substrate fluorescence; 100% is mature enzyme control, 0% vehicle | AID 652039 | P49862 | actives 0.9% (n = 370,000) | activation, % at 7 µM;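 active = activation above the mean of all tested compounds plus 3 SD, computed per campaign excluding outliers beyond control limits, cut at about 13% in these data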
Tn7 DDE FP: DD(E)-Tn7 binding inhibition, primary FP screen; P02675; FP displacement of FITC-Tn7 peptide from fibrin DD(E); 0% = median of compound wells per plate; inhibition, % at 8.3 µM; actives 0.13% (n = 370,000); AID 720508;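 active = inhibition above the mean of compounds falling within the control limits plus 3 SD of them, cut at about 14% in these data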;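 note: 0% = plate median of compound wells and 100% = 10 µM Aha-Tn7 peptide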
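Assay system: Fibrin-DD(E) protein isolated from polymerized human fibrin clots; read-out basis: percent inhibition; medium: Tris/NaCl/CaCl2 buffer, pH 7.8; signal: FP measurement; incubation: 10 min plus 3 h, room temperature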
ARFGAP1 inhibitor: rat ARFGAP1 inhibition. Arfgap1-stimulated ARF1 GTP hydrolysis, GDP FP detection. actives 0.26% (n = 360,000). inhibition, % at 16.5 µM. Q62848;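 active = inhibition above a per-plate limit, mean inhibition of low control wells plus 3 SD, cut at about 25% in these data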;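 note: 0% = DMSO wells with enzyme and 100% = wells lacking Arfgap1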
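Material: rat Arfgap1 GAP domain (His6, aa 1-136), purified enzyme. Also added: human ARF1(Δ1-17)-GTP substrate. Compound dosing: 16.5 µM single point, 1.26% DMSO. Timing: enzyme reaction 120 min at 25 °C after 20 min preincubation. Signal: GDP detection by fluorescence polarization. Read-out basis: percent inhibition of GAP-stimulated GDP formation, scaled between DMSO and no-Arfgap1 medians.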
PLC-beta3 inh: inhibitors of human phospholipase C beta3; AID 720704; actives 0.18% (n = 370,000); inhibition, % at 12.2 µM; Purified PLC-beta3, fluorogenic substrate, fluorescence; in the data active = inhibition above about 11%;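 note: 0% = median of compound wells on plate and 100% = full blocker control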
UHRF1 binding: human UHRF1 methylated DNA binding inhibitors. AID 687016. actives 0.75% (n = 370,000). Q96T88. inhibition, % at 4.4 µM. UHRF1 binding to methylated oligo, TR-FRET; in the data active = inhibition above about 21%;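 note: UHRF1 SRA domain binding a hemimethylated CpG hairpin DNA probe; 0% = median of test compound wells and 100% = reference inhibitor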
MBD2 DNA inh: MBD2-methylated oligo binding inhibition; inhibition, % at 4.4 µM; actives 0.31% (n = 370,000); TR-FRET, MBD2 binding to methylated oligonucleotide; in the data active = inhibition above about 13%
Tn6 DDE FP: DD(E)-Tn6 binding inhibition, primary FP screen; P02675; Fibrin DD(E) TRITC-Tn6 fluorescence polarization displacement; inhibition, % at 8.3 µM; actives 0.21% (n = 370,000);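 active = inhibition above a per-campaign cutoff: mean of compounds within control limits plus 3 SD, cut at about 15% in these data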;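 note: 0% = median of all compound wells on the plate and 100% = blocking peptide control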
PLCg1 inh: inhibitors of human phospholipase C gamma1 | P19174 | AID 720700 | inhibition, % at 12.2 µM | purified PLC-gamma1, fluorogenic substrate, fluorescence | actives 0.84% (n = 370,000); in the data active = inhibition above about 9.5%
ASAP1 inh: blocks human ASAP1-stimulated Arf1 GTP hydrolysis; inhibition, % at 16.5 µM; actives 0.19% (n = 360,000); GDP FP detection; Q9ULH1; in the data active = inhibition above about 25%;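 note: 0% = vehicle with enzyme and substrate and 100% = no enzyme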
Target sequence (Q9ULH1 325-724 limits assumed): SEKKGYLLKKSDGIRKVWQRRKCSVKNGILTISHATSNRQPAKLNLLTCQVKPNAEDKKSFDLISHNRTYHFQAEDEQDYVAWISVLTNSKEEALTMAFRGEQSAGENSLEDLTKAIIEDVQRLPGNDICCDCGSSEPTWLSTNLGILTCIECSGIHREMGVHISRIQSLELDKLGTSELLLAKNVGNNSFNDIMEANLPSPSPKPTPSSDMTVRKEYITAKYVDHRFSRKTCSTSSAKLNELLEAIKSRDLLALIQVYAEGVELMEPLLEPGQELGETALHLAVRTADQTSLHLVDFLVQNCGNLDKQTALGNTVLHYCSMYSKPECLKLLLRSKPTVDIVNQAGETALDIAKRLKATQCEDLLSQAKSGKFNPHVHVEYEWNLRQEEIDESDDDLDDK
* = called active by the depositor; i = inactive; · = no result given; & = joins results of further samples.

ADAM17 inh | proKLK7 act | Tn7 DDE FP | ARFGAP1 inhibitor | PLC-beta3 inh | UHRF1 binding | MBD2 DNA inh | Tn6 DDE FP | PLCg1 inh | ASAP1 inh | SMILES
-46 | -92 | 7 | -10 | -188 | 1 | -2 | 1 | -153 | 1 | CC1(C)OC2OC(C(=O)N/N=C/c3cc(Br)ccc3O)C3OC(C)(C)OC3C2O1 (configuration not stated)
-5 | 0.5 | -8 | -4 | -8 | 3 | 2 | 6 | -7 | 7 | C=C1c2ccccc2O[C@H](C(=O)OCC)[C@@H]1C1CCCCC1
-18 | 1.2 | -4 | 9 | -225 | -10 | -17 | -3 | -161 | -8 | COc1ccc(-c2cc3c(c4c2ccn4C)C2CCC3O2)cc1OC (configuration not stated)
-3 | 0.4 | 7 | -10 | 0 | 0 | 2 | 8 | 0 | 2 | COc1ccccc1-n1c(-c2ccccc2)c[nH]c1=S
-3 | 0.6 | 3 | -7 | -1 | 5 | -1 | -2 | 2 | -1 | Cc1ccc(/C(N)=N/OC(=O)CCCc2ccccc2)cc1
-2 | -0.8 | -1 | 7 | -8 | 1 | 0 | 7 | -3 | 14 | O=C(CCc1ccccc1)NNC(=O)Nc1ccc(Br)cc1
-2 | 0.0 | -1 | 4 | 1 | 0 | -3 | 4 | 3 | 1 | O=C(CCCn1c(=O)[nH]c2cc(Cl)ccc2c1=O)NCCC1=CCCCC1
-7 | 0.7 | 3 | 11 | -43 | 17 | 4 | -5 | -28 | -2 | COc1cc2sc3ccc(-c4ccc(N(C)C)nc4)cc3c(=O)c2cc1OC
1 | 0.6 | -5 | 2 | 3 | -2 | 1 | -4 | 0 | 2 | COc1ccc(CCNC(=O)Cn2nnc(-c3ccc(N(C)C)cc3)n2)cc1OC
2 | -0.5 | 6 | 4 | 3 | 1 | 4 | 0 | 2 | -5 | CC(Cc1cccs1)NC(=S)Nc1ccc(Cl)c(Cl)c1 (configuration not stated)
-1 | 0.2 | 2 | -6 | 3 | 0 | 6 | -12 | 3 | 4 | COCCNC(=O)C1(C)CCCN(C(=O)c2cccc(OC(F)(F)F)c2)C1 (configuration not stated)
-1 | 0.2 | 11 | -6 | 4 | -1 | 3 | -5 | -1 | 0 | Cc1cc(C)cc(N2CC(C)(C)C2=O)c1
-1 | 0.1 | -1 | -6 | 1 | -2 | -4 | 12 | -2 | -17 | O=C(CN1CCCCCC1)N/N=C/c1cccc(Cl)c1
3 | 0.2 | -8 | 15 | -1 | -2 | -6 | 4 | 3 | -6 | CCOC(=O)N1CCN(c2c(NCCN3CCN(c4ccccc4F)CC3)c(=O)c2=O)CC1
-2 | 0.3 | 2 | -9 | -1 | 0 | 0 | 8 | -1 | 3 | C=CCc1ccccc1OCCn1ccnc1
2 | 0.9 | 6 | 11 | -63 | -13 | -9 | 2 | -55 | 15 | CCn1c(C)cc(C=C2C(=O)c3ccccc3C2=O)c1C
1 | -0.5 | -13 | 7 | 1 | 2 | 0 | -4 | 1 | -6 | CCOc1cc(N2CCOCC2)c(OCC)cc1NC(=O)c1cccc(S(=O)(=O)N2CC(C)OC(C)C2)c1 (configuration not stated)
-1&-4 | -0.1&-0.5 | 1&2 | 6&-6 | -16&-46 | -1&-1 | -1&0 | 1&8 | -13&-30 | 3&8 | Cc1[nH]nc(N=CC2=C(O)CC(c3ccco3)CC2=O)c1-c1ccccc1 (configuration not stated)
0 | -0.2 | 3 | -2 | -2 | 0 | 4 | 7 | -4 | -4 | CC(C)N(C(=O)COC(=O)c1cccc(S(=O)(=O)N2CC3(C)CC2CC(C)(C)C3)c1)C(C)C (configuration not stated)
-7 | 0.5 | 1 | -2 | -6 | 1 | 4 | 4 | -1 | -5 | Cc1cccc(N2CCN(C(=O)c3ccc4c(c3)OCCO4)CC2)c1C
8.8* | -0.1 | -8 | 3 | 6 | -1 | -2 | 2 | 1 | 7 | Nc1cc(S(=O)(=O)N2CCCCC2)ccc1Oc1ccc(Cl)cc1
0 | 0.0 | 5 | 5 | -3 | -2 | 0 | 5 | 1 | -5 | Cc1ccccc1N(CC(=O)NCc1ccco1)C(=O)CNS(=O)(=O)c1ccc(F)cc1
2 | -0.1 | -9 | -2 | 1 | 2 | 4 | 0 | 6 | -2 | CCOc1ccc(C(=O)NCCC(=O)N2CCC3(CC2)NCCc2[nH]cnc23)cc1
-2 | -0.5 | -3 | 12 | 3 | -1 | 5 | 0 | 2 | -8 | Cc1oc(-c2ccc(Cl)cc2)nc1CN1CCCC(C(=O)NCCCN2CCOCC2)C1 (configuration not stated)
0 | -0.2 | 8 | -3 | -3 | 0 | -3 | 9 | 5 | -2 | CCc1nccn1S(=O)(=O)c1ccc2ccccc2c1
-5 | 0.0 | -7 | -3 | -13 | 2 | 5 | -2 | 0 | -2 | Cc1ccc(S(=O)(=O)N(C)CC(=O)N2CCN(Cc3ccc4c(c3)OCO4)CC2)cc1
-2 | -1.2 | 0 | 8 | 1 | -1 | 5 | -3 | 6 | 0 | CCN(CC)C(=O)Cn1cc([N+](=O)[O-])cc1[N+](=O)[O-]
-4 | 0.3 | 2 | 5 | -12 | -2 | 4 | 10 | -6 | -10 | CCc1cc2c(=O)c(-c3nc(C)cs3)coc2cc1O
-4 | 0.6 | 10 | 4 | -7 | 1 | 6 | -4 | 0 | -4 | COc1cccc(N2CCN(S(=O)(=O)c3ccc4c(c3)NC(=O)C(C)C(=O)N4)CC2)c1 (configuration not stated)
3 | 0.8 | 7 | -5 | -2 | -2 | -1 | -3 | -2 | 8 | O=C(NCc1ccccc1)c1ccc(-c2ccc(F)c(F)c2)c2ccoc12

An excerpt of these results, in markdown.
| Structure | ADAM17 inh | proKLK7 act | Tn7 DDE FP | ARFGAP1 inhibitor | PLC-beta3 inh | UHRF1 binding | MBD2 DNA inh | Tn6 DDE FP | PLCg1 inh | ASAP1 inh |
| --- | --- | --- | --- | --- | --- | --- | --- | --- | --- | --- |
| CCn1c(C)cc(C=C2C(=O)c3ccccc3C2=O)c1C | 2 | 0.9 | 6 | 11 | -63 | -13 | -9 | 2 | -55 | 15 |
| CCOc1cc(N2CCOCC2)c(OCC)cc1NC(=O)c1cccc(S(=O)(=O)N2CC(C)OC(C)C2)c1 (configuration not stated) | 1 | -0.5 | -13 | 7 | 1 | 2 | 0 | -4 | 1 | -6 |
| Cc1[nH]nc(N=CC2=C(O)CC(c3ccco3)CC2=O)c1-c1ccccc1 (configuration not stated) | -1&-4 | -0.1&-0.5 | 1&2 | 6&-6 | -16&-46 | -1&-1 | -1&0 | 1&8 | -13&-30 | 3&8 |
| CC(C)N(C(=O)COC(=O)c1cccc(S(=O)(=O)N2CC3(C)CC2CC(C)(C)C3)c1)C(C)C (configuration not stated) | 0 | -0.2 | 3 | -2 | -2 | 0 | 4 | 7 | -4 | -4 |
| Cc1cccc(N2CCN(C(=O)c3ccc4c(c3)OCCO4)CC2)c1C | -7 | 0.5 | 1 | -2 | -6 | 1 | 4 | 4 | -1 | -5 |
| Nc1cc(S(=O)(=O)N2CCCCC2)ccc1Oc1ccc(Cl)cc1 | 8.8* | -0.1 | -8 | 3 | 6 | -1 | -2 | 2 | 1 | 7 |

The results go on.
ADAM17 inh | proKLK7 act | Tn7 DDE FP | ARFGAP1 inhibitor | PLC-beta3 inh | UHRF1 binding | MBD2 DNA inh | Tn6 DDE FP | PLCg1 inh | ASAP1 inh | SMILES
-2 | 0.5 | 1 | -3 | 2 | -3 | -7 | 0 | 0 | 20 | COc1ccc(C(=O)NC(=S)NC(C)C)cc1Br
-1 | 0.3 | 0 | · | 1 | 0 | -5 | -4 | 2 | · | Cc1ccc(-c2cc(-c3nnc(SCC(=O)NC4CCCCC4)n3N)[nH]n2)cc1
i | -18 | -2 | 15 | i | 8 | 7 | 3 | i | 4 | CCOC(=O)c1cnc2[nH]c3ccccc3n2c1=O
-14 | -1.4 | -3 | 21 | -72 | -3 | 2 | -4 | -60 | 2 | N#Cc1c(-c2ccccc2Cl)noc1/C=C/Nc1ccc(C(=O)O)cc1
0 | 0.5 | 2 | -8 | -8 | -1 | -4 | -1 | -1 | 5 | Fc1cccc(CSc2nnc3c(n2)[nH]c2ccccc23)c1
-3 | -1.6 | -2 | 13 | -30 | 10 | -3 | -10 | -14 | 0 | COc1ccc2c(N)c(C(=O)NN)[nH]c2c1
3 | 0.1 | -10 | -8 | 4 | 2 | -3 | 0 | 0 | 0 | COC(=O)c1ccccc1NC(=O)COC(=O)c1ccccc1N=Nc1ccc(N(C)C)cc1
-2 | -0.3 | -3 | 0 | 4 | -5 | -7 | -6 | 0 | 7 | O=C(Nc1ccc(N2CCOCC2)cc1)c1cc(-c2ccncc2)nc2ccccc12
-9 | -0.5 | 4 | 12 | -37 | 0 | 2 | -4 | -22 | 5 | CC(=O)c1cccc(-c2cnc3c(NC=O)cc(-c4ccc(C(=O)N5CCOCC5)cc4)cn23)c1
-1 | -0.1 | -7 | 22 | 0 | 28* | -1 | 8 | -2 | -19 | CCC(C)n1c(SC(C)C#N)nc2ccccc2c1=O (configuration not stated)
11* | 0.9 | -6 | 7 | -2 | -2 | -1 | -10 | -1 | 7 | Cc1ccc(NS(=O)(=O)c2ccc(NC(=O)c3ccc(Br)o3)cc2)c(C)c1
-4 | 1.6 | -3 | 3 | -9 | -2 | -3 | 2 | -1 | 12 | O=C1[C@@H]2Cc3c([nH]c4ccccc34)CN2C(=O)CN1CCCO
-8 | -0.8 | 2 | 16 | -2 | 1 | 7 | -9 | 0 | -2 | O=C(COC(=O)c1ccc(O)cc1)Nc1ccc(S(=O)(=O)N2CCOCC2)cc1
-4 | 0.3 | -6 | -10 | -5 | -3 | 1 | 7 | -1 | -3 | O=C1CN(C(=O)COc2ccc([N+](=O)[O-])cc2Cl)c2ccccc2N1
-12 | 1.0 | 1 | 3 | -49 | 5 | 6 | 6 | -33 | -4 | Cc1ccc(NC(=O)C2CCCN(c3cnccn3)C2)c(C)c1 (configuration not stated)

Some of these compounds in order of their number in MBD2 DNA inh, low to high:
ADAM17 inh | proKLK7 act | Tn7 DDE FP | ARFGAP1 inhibitor | PLC-beta3 inh | UHRF1 binding | MBD2 DNA inh | Tn6 DDE FP | PLCg1 inh | ASAP1 inh | SMILES
2 | 0.9 | 6 | 11 | -63 | -13 | -9 | 2 | -55 | 15 | CCn1c(C)cc(C=C2C(=O)c3ccccc3C2=O)c1C
-2 | 0.5 | 1 | -3 | 2 | -3 | -7 | 0 | 0 | 20 | COc1ccc(C(=O)NC(=S)NC(C)C)cc1Br
-2 | -0.8 | -1 | 7 | -8 | 1 | 0 | 7 | -3 | 14 | O=C(CCc1ccccc1)NNC(=O)Nc1ccc(Br)cc1

An unsorted share of the library (roughly 4.1% active in at least one column).
